Assay outcomes from PubChem.
GSK3 alpha inh: human GSK-3 alpha kinase inhibition; P49840; inhibition, % at 10 µM; 0.1% of 320,000 active; ADP-Glo luminescence, 60 min;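 in the data active = inhibition above about 50%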;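 note: GST-tagged GSK-3 alpha with peptide substrate and 25 µM ATP; 0% = DMSO neutral wells and 100% = GW8510 positive control wells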
Target sequence (P49840 whole entry, looked up): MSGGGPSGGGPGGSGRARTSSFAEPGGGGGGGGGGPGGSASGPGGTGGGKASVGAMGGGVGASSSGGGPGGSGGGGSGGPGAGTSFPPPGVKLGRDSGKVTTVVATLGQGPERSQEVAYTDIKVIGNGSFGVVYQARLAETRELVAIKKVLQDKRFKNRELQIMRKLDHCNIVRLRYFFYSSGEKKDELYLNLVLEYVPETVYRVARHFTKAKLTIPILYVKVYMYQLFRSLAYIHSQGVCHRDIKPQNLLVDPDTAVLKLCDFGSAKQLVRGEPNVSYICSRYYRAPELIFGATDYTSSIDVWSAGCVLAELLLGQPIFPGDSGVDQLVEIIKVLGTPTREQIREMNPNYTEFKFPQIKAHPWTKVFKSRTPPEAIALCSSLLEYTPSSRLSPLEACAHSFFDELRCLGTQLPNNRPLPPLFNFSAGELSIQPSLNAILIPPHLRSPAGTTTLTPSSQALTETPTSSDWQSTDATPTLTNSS
IEC-6 tox: IEC-6 cytotoxicity, counter-screen for KLF5 inhibitors | luminescence viability | inhibition, % at 5 µM | 0.78% of 290,000 active; in the data active = inhibition above about 22%;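 note: 0% = plate median of test compound wells and 100% = cytotoxic reference compound wells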
aSyn UTR inh: 5' untranslated region of α-synuclein, MLPCN primary screen. inhibition, % (tested at 7.5 µM). 0.82% of 300,000 active. AID 1813. alpha-synuclein 5'UTR reporter, inhibitor activity; in the data active = inhibition above about 60%;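 note: H4 neuroglioblastoma cells stably carrying SNCA 5'UTR luciferase fusion; 0% = DMSO wells and 100% = positive control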
HSF1 inh: HSF1 inhibition | NIH3T3-HGL HSE-luciferase, MG132-induced, luminescence 8 h; active compounds read low | activity change, negative = inhibition, % at 7.5 µM (by protocol) | 0.77% of 300,000 active;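 active = more than half of replicate wells show activity change below -50%, luminescence cut by over half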;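 note: luciferase reports HSF-1 transcriptional activity via heat shock element; 0% = median of DMSO wells and -100% = zero luminescence signal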
AI-2 QS modul: modulators of Vibrio harveyi AI-2 quorum sensing system; activity change, % at 7.5 µM; 0.4% of 300,000 active; Vibrio harveyi JMH597 AI-2 luminescence/OD600 ratio, 9 h; active compounds read low; strain lacks LuxN and CqsS sensors; 0 = neutral-control median; AID 2094; in the data active = activity change below about -75%, passing the limit was not always enough;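 note: luminescence divided by OD600 gain over 9 h not by final OD600 alone; inactives centre near 13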
HIF act: HIF pathway transcriptional activation; U2OS HRE-luciferase reporter, luminescence; normalized: DMSO 0%, desferrioxamine 100%; 0.32% of 300,000 active; activation, % at 7.5 µM (by protocol); AID 1910;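 active = mean activation of at least 10% of the iron chelator positive control signal, with at least half of replicates also reaching 10%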
HSP90 inh: HSP90 refolding inhibition in rabbit reticulocyte lysate; luciferase refolding luminescence, 3 h; inhibition, % at 5.6 µM; 0.91% of 290,000 active; AID 1789;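 active = inhibition above the screen-wide mean plus 3 SD, computed separately per campaign, cut at about 16% in these data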;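 note: 0% = DMSO wells and 100% = 60 µM geldanamycin wells; inhibitors lower the luminescence because luciferase stays unfolded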
HSF-1 act: increases HSF-1 driven luciferase reporter signal; NIH3T3-HGL HSF-1 luciferase reporter, MG132, 8 h; 100% = twice DMSO control signal; activation, % at 9 µM; 1.7% of 300,000 active; AID 504408;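 active = mean replicate activation of at least 50% with a set share of replicates each reaching 50%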;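 note: 0% = median of the neutral control wells and 100% = twice that signal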
KLF5 inh: inhibitors of KLF5 expression; DLD-1 KLF5 promoter-luciferase reporter, luminescence; AID 1700; inhibition, % at 5 µM; 0.23% of 290,000 active;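 active = inhibition above a per-plate limit of that plate's mean compound inhibition plus 3 SD, cut at about 60% in these data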;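 note: 0% = DMSO wells and 100% = LY294002 at 200 µM; higher means less KLF5 promoter-driven luciferase light; inactives centre near -14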
GSK3B inh: human GSK3beta kinase inhibition; P49841; GST-GSK3beta kinase, ADP-Glo luminescence, 60 min; active compounds read low; activity score (negative = inhibition), % at 10 µM; 0.038% of 300,000 active; AID 2097;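 active = more than half of replicate wells score below -50%, meaning over 50% inhibition versus plate controls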;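 note: 0% = median DMSO wells and -100% = median GW8510 positive control wells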
Target sequence (P49841 whole entry, looked up): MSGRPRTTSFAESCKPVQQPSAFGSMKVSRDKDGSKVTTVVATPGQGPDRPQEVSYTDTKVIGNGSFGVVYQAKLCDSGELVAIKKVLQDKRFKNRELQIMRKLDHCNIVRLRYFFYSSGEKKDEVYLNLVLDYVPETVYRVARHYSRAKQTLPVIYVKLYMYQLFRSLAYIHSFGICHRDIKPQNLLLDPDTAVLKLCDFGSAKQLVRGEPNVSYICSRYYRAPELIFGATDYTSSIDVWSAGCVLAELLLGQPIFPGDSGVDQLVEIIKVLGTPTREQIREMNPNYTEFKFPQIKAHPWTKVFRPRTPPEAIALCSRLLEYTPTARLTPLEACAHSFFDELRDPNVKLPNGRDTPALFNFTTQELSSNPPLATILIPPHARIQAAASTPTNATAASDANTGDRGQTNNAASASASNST
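Assay system: GST-fused GSK3beta enzyme, cell-free / Medium: Tris pH 7.5 buffer with MgCl2, DTT, BSA, heparin / Also added: peptide substrate plus 25 µM ATP (final) / Compound: 10 µM single point / Timing: kinase reaction with compound 60 min at room temperature / Detection: ADP-Glo luminescence / Benchmarks: DMSO neutral wells and GW8510 at 20 µM as positive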
* marks the source's active call; other numbers are inactive results; nt = not tested or not shown.

smiles	GSK3 alpha inh	IEC-6 tox	aSyn UTR inh	HSF1 inh	AI-2 QS modul	HIF act	HSP90 inh	HSF-1 act	KLF5 inh	GSK3B inh
CC(C)(C)c1ccc(OCC(O)CN2CCCC2)cc1 (centres undefined)	-2	-4	1	-9	13	3.0	2	-5	-13	-1
CC(=O)N1CCSc2ccc(S(=O)(=O)NCCc3ccc(Cl)cc3)cc21	-1	-4	-1	-1	11	-0.7	-4	8	-19	1
CCCCOC(=O)/C(=C\c1ccc([N+](=O)[O-])o1)NC(=O)c1ccccc1	-3	-6	-42	20	-8	1.2	-1	4	-9	-1
COc1cc(C(C(=O)NC2CCCC2)N(Cc2ccco2)C(=O)c2snc(C(N)=O)c2N)cc(OC)c1OC (centres undefined)	0	2	3	-4	21	-0.2	2	8	-18	3
CCn1nc(C)c(/C=N/NC(=O)c2ccoc2C)c1C	1	5	-112	8	28	2.3	3	28	-94	-3
CCOC(=O)C1=C(C)N=c2s/c(=C/c3ccccc3)c(=O)n2C1c1ccc(OC)c(OC)c1 (centres undefined)	1	0	-27	-7	18	-0.2	0	-1	-22	-2
Cc1cccc(C(=O)Nc2onc(C)c2C#N)c1	0	6	-18	1	13	-0.1	0	-1	23	-4
C[C@H](NC(=O)[C@H]1N2C(=O)c3ccccc3C2SC1(C)C)C(=O)N1CCC[C@H]1C(=O)O (some centres undefined)	-6	4	5	1	21	0.3	3	9	-15	4
CC(=Nc1ccccc1)C1=C(O)CSC1=O	-3	-4	-95	-8	21	0.5	1	-2	-42	8
CCN(CC)CCN(Cc1cc2cc3c(cc2[nH]c1=O)OCO3)C(=S)NC	1	-6	7	1	-3	1.6	29*	2	-27	0
CC1(C2CC2)NC(=O)NC1=O (centres undefined)	3	-6	4	-3	8	-0.6	-9	-2	-40	2
COCCCn1c(=O)c2ccccc2n(CC(=O)NCCC2=CCCCC2)c1=O	-2	-3	-3	-7	19	-0.9	-1	-8	6	2
CCOC(=O)c1c(N2C(=O)C3C4C=CC(O4)C3C2=O)sc2c1CCCC2 (centres undefined)	-6	1	12	68	17	0.7	5	104*	-9	3
C[C@@H]1CCC[C@@]2(O[C@H](CCO)C[C@@H](O)[C@@H]2O)O1	-6	-1	19	-3	8	-0.2	0	-19	-22	2
CC(CCc1ccccc1)NC(=O)c1ccc(NC(=O)c2ccccc2)cc1 (centres undefined)	1	2	-13	-28	-2	0.1	2	-38	-16	5
COc1ccc(CCNC(=O)CSc2nnc(-c3cccc(F)c3)o2)cc1OC	6	-2	-5	nt	10	0.1	1	nt	-4	-6
O=C(COC(=O)c1ccccc1Br)Nc1nnc(-c2ccccc2)o1	-3	nt	2	-3	17	0.1	nt	-11	nt	-3
N#CC(C(=O)NCc1ccccc1)c1nc2ccccc2nc1N1CCCC1 (centres undefined)	4	-1	40	11	26	-0.2	1	5	-11	-2
COc1cc(OC)c(NC(=O)CNC(=O)Cn2ccc3ccccc3c2=O)cc1Cl	0	-1	10	2	nt	-0.4	-2	10	-5	nt
c1coc(Cn2c(SCc3nc4ccccc4[nH]3)nnc2-c2cnccn2)c1	1	4	-1	3	23	0.8	-1	11	-28	1
Cc1cccc(CN2CCN(Cc3nc4c(s3)CCCC4)CC2CCO)n1 (centres undefined)	-2	3	-12	-4	23	0.0	0	-3	18	-2
COc1ccccc1C(CC(=O)Nc1nccs1)c1ccco1 (centres undefined)	8	6	1	2	1	-0.1	7	2	1	-15
O=C(NC1CC2CCCC(C1)N2S(=O)(=O)c1ccccc1)C1CCCCC1 (centres undefined)	-5	1	-3	3	11	nt	-2	7	8	-2
Cc1c(CC(=O)N2CCN(C(=O)C3COc4ccccc4O3)CC2)c(=O)oc2c(C)c(O)ccc12 (centres undefined)	2	-5	10	14	25	1.2	-1	1	-21	0
Cc1ccc(NC(=O)CC2SC3=NCCCN3C2=O)c(C)c1 (centres undefined)	-1	0	7	13	19	-0.4	2	21	-18	-2
CCN(CC)S(=O)(=O)c1ccc(OCC(=O)NCc2ccccc2)cc1	-1	-1	16	-12	23	nt	6	8	8	1
O=C(c1cccc(F)c1)N1CCN(S(=O)(=O)c2ccccc2)CC1	-3	13	2	-3	20	0.5	-4	-2	-24	2
CC[C@H](C)[C@H](NC(=O)c1ccccc1)C(=O)Nc1ccc(S(=O)(=O)Nc2cc(C)nc(C)n2)cc1	-3	0	18	-1	6	-0.1	2	0	-8	1
Cc1ccc([N+](=O)[O-])cc1NC(=O)Cc1cccs1	nt	-3	11	-6	23	-0.2	2	13	7	-1
COCC(=O)N1CCCC(C(=O)c2ccc3c4c(cccc24)CC3)C1 (centres undefined)	-1	5	6	3	0	0.4	3	-3	-29	-2
CCOC(=O)Cn1c(C)nc2c(C(=O)OCC)sc(C)c2c1=O	-3	-3	-3	-3	17	-0.4	-2	-20	-7	2
CC(C)COc1cccc(C(=O)Nc2ccc(N3CCOCC3)cc2N2CCOCC2)c1	-1	nt	6	4	25	-0.1	nt	-7	nt	0
Cc1cc(C(=O)NNC(=O)c2cccc(N(C)C)c2)c(C)o1	-1	-1	-1	-4	8	0.1	1	-5	-34	-1
O=C(Nc1ccc(F)cc1)N1CCN(C(=O)C2CCCO2)CC1 (centres undefined)	-2	0	9	0	19	-0.2	0	1	-18	0
Cc1c(CC(=O)O)c(=O)oc2c(C)c3occ(-c4ccccc4)c3cc12	-1	-6	14	-11	25	-2.8	-3	-6	-5	1
N#Cc1ncc(C(F)(F)F)cc1Sc1ccc(N)cc1	-3	-5	48	-8	24	-0.3	4	-14	-13	-1
CC12CCC(=O)N1C(C(=O)Nc1nc3ccc(Cl)cc3s1)CS2 (centres undefined)	2	nt	-50	6	-1	2.5	nt	0	nt	-2
O=C(NCCCc1ccncc1)C1CCC(=O)N(CCc2cccc(F)c2)C1 (centres undefined)	-1	-7	-6	-6	11	-0.4	-6	-1	-5	5
CCCCOc1ccc(-c2nnn(CC(=O)Nc3ncc(CC(=O)OCC)s3)n2)cc1	-2	-6	18	-3	-17	0.0	-4	12	-31	0
CC(=O)c1cccc(NC(=O)CCS(=O)(=O)c2ccc(Br)s2)c1	0	-1	-3	3	14	-0.5	-4	-13	-10	-2
CC(=O)c1cccc(NC(=O)C2CCCN2S(=O)(=O)c2cccc3cccnc23)c1 (centres undefined)	-1	6	8	-4	31	nt	1	-1	-21	-2
CCCOP(=O)(c1ccc(N(C)C)cc1)C(O)c1cccnc1 (centres undefined)	-1	-5	-11	-6	-4	-0.2	-2	17	3	0
CC(C)Oc1cccc(C(=O)NC(=S)Nc2cccc(NC(=O)c3ccccc3Cl)c2)c1	-3	-2	10	7	16	0.6	-1	3	-35	-3
C/C(=N\O)C1CCCCC1	-1	1	-7	-57*	12	0.0	-3	-66	-31	2
CCCOc1ccc(CNC(=O)C2CCN(c3nn4c(=O)cc(C)nc4s3)CC2)cc1	-1	-7	14	-1	11	-0.1	0	-8	-10	1
COc1ccc(-c2cn(CCCOCc3ccccc3)nn2)cc1	-3	0	-5	-2	3	0.5	-5	-9	-46	-5
CC(=O)O[C@H]1[C@H](C)OC=C[C@@H]1OC(C)=O	-2	-6	-52	-8	9	-0.4	0	6	-30	2
CC(Oc1ccccc1Cl)C(=O)N1CCCN(C)CC1 (centres undefined)	1	8	2	-4	6	-0.3	-3	-15	-39	1
CN(C)C(CNC(=O)c1ccc(Br)cc1)c1ccco1 (centres undefined)	-2	-4	-7	-7	4	0.0	-1	21	-13	1
O=c1c2[nH]c3ccc(F)cc3c2nc2n1CCCS2	0	9	-31	11	23	0.5	0	6	-6	6
Cc1ccc2nc(SC(C)C(=O)NC3CCCc4ccccc43)[nH]c2c1 (centres undefined)	-1	1	nt	nt	nt	nt	-2	nt	-24	nt
O=C(COc1ccc(-c2ccccc2)cc1)NNC(=O)NC1CCCCC1	0	-1	-33	-2	11	-0.1	4	27	-10	-1
Cc1cc(C)c(C)c(OCCCN(C)C)c1	0	0	-11	0	20	-0.1	0	-4	-26	0
Cc1cc(N2CCOCC2)nc2ccc(NC(=O)CCC(=O)N3CCN(c4ccccc4F)CC3)cc12	-2	-4	-127	10	20	2.0	1	26	-92	-1
O=C(c1cc(-c2ccc(F)cc2)on1)N1CCCc2ccccc21	-4	2	-62	11	28	1.1	1	27	13	-5
O=C(CCCc1nc(-c2ccccc2Cl)no1)NCc1cccnc1	-1	-6	-7	4	-17	0.1	-2	10	-34	4
O=C(NC(=S)NNC(=O)c1cc2ccccc2cc1O)c1ccco1	-3	-3	6	3	13	0.9	-2	4	3	-5
CCN(CC)CCN(C(=O)c1ccc(N2C(=O)CCC2=O)cc1)c1nc2cc3c(cc2s1)OCO3	-2	-2	3	2	13	0.3	-2	2	-24	0
CC(=O)c1c(C)[nH]c(C(=O)CN2C(=O)NC(C)(c3ccc4c(c3)OCO4)C2=O)c1C (centres undefined)	-1	4	16	2	12	-0.3	3	9	-23	0
O=S(=O)(NC1c2cccc3cccc(c23)C1N1CCNCC1)c1ccccc1 (centres undefined)	0	7	-28	5	28	-0.1	1	8	-21	3

Next part
smiles	GSK3 alpha inh	IEC-6 tox	aSyn UTR inh	HSF1 inh	AI-2 QS modul	HIF act	HSP90 inh	HSF-1 act	KLF5 inh	GSK3B inh
CSc1nnc(CCNC(=O)OC(C)(C)C)o1	-1	2	7	-6	11	-0.1	1	-12	-9	-1
O=C(Nc1ccc2c(c1)OCO2)C1CCN(S(=O)(=O)c2ccc3c(c2)OCCO3)CC1	-6	-2	9	1	18	-0.1	0	7	16	2
CCOC(=O)c1cc2c(=O)n3ccccc3nc2n(Cc2ccco2)c1=NC(=O)c1cccnc1	-4	-5	-1	4	16	-0.1	2	12	-40	0
Cc1ccc2c(c1)N(CC(=O)NCCCN1CCCCC1C)C(=O)c1cccnc1O2 (centres undefined)	-2	-6	-6	-7	21	-0.4	-2	11	-30	3
O=C(COc1cccc(-n2cnnn2)c1)Nc1ccccc1	-1	3	-14	-2	15	0.2	-1	-14	-1	-4
CCOC(=O)c1ccc(CC2S/C(=C(\C#N)C(C)=O)NC2=O)cc1 (centres undefined)	-1	-3	-8	4	14	0.6	2	9	-6	3
O=c1/c(=C/c2ccco2)sc2n1CN(c1cccc(Br)c1)CN=2	4	0	-41	1	-4	-43	0	-3	-21	3
CNC(=S)N1N=C(c2cccs2)CC1c1ccc(F)cc1 (centres undefined)	-5	4	14	0	25	-43	0	43	-22	-2

Marked active in HSF1 inh, of those listed so far:
Molecule | GSK3 alpha inh | aSyn UTR inh | HSF1 inh | AI-2 QS modul | HSP90 inh | HSF-1 act | KLF5 inh | GSK3B inh
C/C(=N\O)C1CCCCC1 | -1 | -7 | -57* | 12 | -3 | -66 | -31 | 2
